Source: PubChem BioAssay (several laboratories)
Y pestis TopoI = Y. pestis Topo-I inhibition via cleavage products. Y. pestis Topo-I cleavage product accumulation, plate reader. activity, % at 10 µM. 360,000 tested, 0.064% active. AID 504884; in the data active means activity above about 50%, passing the limit was not always enough; inconclusive means no clear call, values can overlap the other calls; further: inactives centre near 2
SARS 3CLpro inh = SARS-CoV 3CLpro protease inhibition; P0C6X7; recombinant SARS-CoV 3CLpro, quenched FRET peptide cleavage; inhibition, % at 6 µM; 290,000 tested, 0.14% active; AID 1706; in the data active means inhibition above about 12%
Vc quorum ag = inducers of Vibrio cholerae quorum light production without autoinducers | V. cholerae BH1578 lux reporter, luminescence, 6 h | activation, % at 18.7 µM | 350,000 tested, 0.16% active | AID 588436; in the data active means activation mostly above about 9.7%, no sharp cut-off; inconclusive means no clear call, values can overlap the other calls; inactive means mostly below about 3.7%; further: not every result past the cut was called active; inactives centre near 0; reference of the scale not given here
PrPC TRFRET = cell surface PrPC inhibition, primary TR-FRET screen. P04156. TR-FRET read-out. inhibition, % at 13.8 µM. 370,000 tested, 0.43% active. AID 720596; in the data active means inhibition above about 24%; further: 0% = median of the test wells and 100% = reference compound wells
PfHsp40 yeast = restores yeast growth despite PfHsp40 toxicity; S. cerevisiae expressing PfHsp40, growth rescue, ATP luminescence; 340,000 tested, 0.68% active; growth rescue, % at 12.5 µM; in the data active means growth rescue above about 28%, passing the limit was not always enough; inconclusive means no clear call, values can overlap the other calls;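 further: yeast W303a lacking pdr1 and pdr3 grown in galactose medium; growth measured after three days at 30 °C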
Anthrax LF inh2 = blocks Bacillus anthracis lethal factor protease. multiplex microsphere protease cleavage assay, LF. AID 588501. P15917. 360,000 tested, 0.12% active. inhibition, % at 10 µM; further: plate controls were buffer without enzyme for full effect and enzyme alone for no effect
Target sequence (P15917 whole entry, looked up): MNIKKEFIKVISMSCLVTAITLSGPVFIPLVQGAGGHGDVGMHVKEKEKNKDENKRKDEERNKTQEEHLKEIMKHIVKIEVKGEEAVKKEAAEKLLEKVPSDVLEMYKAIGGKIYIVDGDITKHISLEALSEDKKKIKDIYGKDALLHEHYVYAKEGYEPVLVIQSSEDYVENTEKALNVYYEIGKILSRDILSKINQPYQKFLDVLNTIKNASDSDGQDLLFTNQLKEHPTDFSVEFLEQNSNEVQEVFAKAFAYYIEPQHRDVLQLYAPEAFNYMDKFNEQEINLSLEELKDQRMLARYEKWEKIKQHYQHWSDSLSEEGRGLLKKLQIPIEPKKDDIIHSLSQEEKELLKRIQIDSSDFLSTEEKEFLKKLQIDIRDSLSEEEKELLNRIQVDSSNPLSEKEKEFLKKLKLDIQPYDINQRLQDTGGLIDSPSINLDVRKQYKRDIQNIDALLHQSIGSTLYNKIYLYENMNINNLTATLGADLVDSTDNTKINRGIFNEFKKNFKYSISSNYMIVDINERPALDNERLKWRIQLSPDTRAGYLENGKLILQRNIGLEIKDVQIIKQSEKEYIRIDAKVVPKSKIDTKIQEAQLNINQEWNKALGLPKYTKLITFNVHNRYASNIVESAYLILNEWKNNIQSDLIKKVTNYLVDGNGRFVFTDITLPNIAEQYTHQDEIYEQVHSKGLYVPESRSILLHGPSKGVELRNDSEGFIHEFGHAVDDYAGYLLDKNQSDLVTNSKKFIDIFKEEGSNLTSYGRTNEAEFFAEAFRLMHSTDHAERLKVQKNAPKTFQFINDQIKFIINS
PriA SSB inh = K. pneumoniae PriA-SSBct interaction inhibition. AlphaScreen SSBct-PriA binding, biotinylated peptide. inhibition, % at 33 µM. 430,000 tested, 0.6% active. AID 1272365; in the data active means inhibition mostly above about 37%, no sharp cut-off; inactive means mostly below about 20%;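 further: plate controls were negative control peptide for no effect and reference peptide for full effect; strong numbers were not always called active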
BoNT A protease = inhibitors of Botulinum neurotoxin A light chain protease | AID 588499 | multiplex microsphere protease substrate cleavage, flow cytometry | 360,000 tested, 0.17% active | inhibition, % at 10 µM; further: plate controls were buffer without enzyme for full effect and enzyme alone for no effect
TcdB inh = TcdB glycohydrolase inhibition. P18177. TcdB glycohydrolase enzymatic assay, plate reader. inhibition, % at 9.99 µM. 350,000 tested, 0.24% active; in the data active means inhibition above about 10%
* = called active by the depositor; i = inactive; u = inconclusive; x = no result given; & = joins results of further samples. Unless noted, no stated cut-off is given here; in the data, active means inhibition above about 30%; inconclusive means no clear call, values can overlap the other calls; inactive means below that.

Molecule	Y pestis TopoI	SARS 3CLpro inh	Vc quorum ag	PrPC TRFRET	PfHsp40 yeast	Anthrax LF inh2	PriA SSB inh	BoNT A protease	TcdB inh
O=C(O)Cc1ccc(NC(=O)c2cccs2)cc1	-4	-7	-1.2	9	0.4	1	-7	u	0.2
O=C(Nc1nccs1)c1cc(-c2ccccc2)nn1-c1ccccc1	-2	-2	i	5	-0.9	1	-16	0.5	x
O=C(O)CNC(=S)N(Cc1ccccc1)Cc1ccccc1F	9	-1	-0.4	-8	-0.4	-8	-11	1.0	-0.4
Cn1c(N)c(S(=O)(=O)N2CCN(c3ccccc3)CC2)c(=O)n(C)c1=O	0	-2	0.2	-2	-1.4	-1	-3	-0.4	0.2
Clc1ccccc1-c1ncc(-c2ccccc2)o1	9	1	i	-3	0.7	16	-39	-4.8	-0.6
COc1ccccc1C1CC(c2ccc(F)cc2)Nc2ncnn21 (stereo unspecified)	-3	3	x	-8	0.5	-9	-6	0.4	x
CCC(C)c1ccc(S(=O)(=O)N2CCN(C(=O)COc3ccc4c(C)cc(=O)oc4c3)CC2)cc1 (stereo unspecified)	20	6	i	-3	3.5	-5	-12	-0.2	x
COc1ccc(-c2noc(=O)n2Cc2ccccc2Cl)cc1	14	0	i	-1	0.6	-8	-7	-1.3	2.4
CCOC(=O)c1sc(NS(=O)(=O)c2cc(C)ccc2C)nc1C	14	5	i	3	0.8	0	-12	-0.3	x
CCOC(=O)C1C(=O)NC(c2ccccc2)=NC1c1cccc(Br)c1 (stereo unspecified)	-5	-1	-0.6	-3	0.5	0	3	0.4	0.8
CCOC(=O)c1c(C)oc2ccc(OCC(=O)C(C)(C)C)cc12	-11	-4	x	11	1.8	-3	-19	1.0	x
COc1ccc2c(c1OC)C(=O)N1C(C(=O)O)Cc3c([nH]c4ccccc34)C21 (stereo unspecified)	-4	2	-9.1	-9	-1.2	-4	-16	1.4	x
CCn1c(=O)cc(SCC(=O)NCc2ccco2)c2ccccc21	5	-2	0.9	10	-0.3	0	11	-0.6	x
O=C(COc1ccc(Br)cc1)Nc1ccc2oc(=O)ccc2c1	8	-5	i	-7	-1.0	-4	-2	-1.0	1.1
COc1cc(CCC(=O)NNC(=O)c2cccc(Cl)c2)cc(OC)c1OC	-2	-6	-0.4	-2	-1.6	-4	-2	-0.3	-0.1
CC(NC(=O)CS(=O)(=O)c1ccccc1)c1ccccc1 (stereo unspecified)	-1	-1	-0.1	-6	1.3	0	-4	0.1	0.0
O=C(Cn1ccnc1)c1ccc(O)c(O)c1	-1	x	-0.1	0	-0.4	-4	-2	-0.1	-1.2
CCc1ccc(N2C(=O)CC(NNc3nc4ccccc4s3)C2=O)cc1 (stereo unspecified)	8	-2	-0.2	-10	3.6	-1	-2	1.0	x
O=C(COC(=O)Cc1ccc(Cl)cc1Cl)NC1CC1	-3	x	-4.3	-8	0.9	0	0	-0.6	1.3
Cc1cc(C)nc(N2CCC(C(=O)NCCc3ccc(Cl)cc3)CC2)n1	10	-2	-0.9	-3	0.2	4	-13	0.0	0.5
CSc1ccc(C2NN=C(c3ccccc3)S2)cc1 (stereo unspecified)	1	x	-0.3	1	-0.5	x	-2	x	0.2
O=C(COC(=O)c1ccccc1)c1ccc(S(=O)(=O)N2CCCCC2)cc1	29	x	-0.9	2	0.6	-4	1	2.2	1.6
Cc1cc(Cl)ccc1Oc1ncnc2oc(-c3ccccc3)cc12	-4	4	i	8	-0.6	0	-3	0.2	x
CC1(C)c2[nH]c3ccccc3c2C[C@H]2C(=O)N(N)CC(=O)N21	-8	-1	-0.3	8	0.0	2	5	-1.4	0.3
COCC(=O)N1C[C@H]2CON(C)[C@H]2C[C@H]1c1cccc(-c2ccc(C#N)cc2)c1	-4	x	-0.8	0	0.5	1	-8	-0.1	0.8

Sorted by length of the SMILES (ascending): some entries from above
Molecule	Y pestis TopoI	SARS 3CLpro inh	Vc quorum ag	PrPC TRFRET	PfHsp40 yeast	Anthrax LF inh2	PriA SSB inh	BoNT A protease	TcdB inh
COc1ccccc1C1CC(c2ccc(F)cc2)Nc2ncnn21 (stereo unspecified)	-3	3	x	-8	0.5	-9	-6	0.4	x
CCn1c(=O)cc(SCC(=O)NCc2ccco2)c2ccccc21	5	-2	0.9	10	-0.3	0	11	-0.6	x
CCc1ccc(N2C(=O)CC(NNc3nc4ccccc4s3)C2=O)cc1 (stereo unspecified)	8	-2	-0.2	-10	3.6	-1	-2	1.0	x
O=C(COC(=O)c1ccccc1)c1ccc(S(=O)(=O)N2CCCCC2)cc1	29	x	-0.9	2	0.6	-4	1	2.2	1.6

Part of the list above with just PriA SSB inh and TcdB inh.
| mol | PriA SSB inh | TcdB inh |
| --- | --- | --- |
| O=C(O)CNC(=S)N(Cc1ccccc1)Cc1ccccc1F | -11 | -0.4 |
| Cn1c(N)c(S(=O)(=O)N2CCN(c3ccccc3)CC2)c(=O)n(C)c1=O | -3 | 0.2 |
| Clc1ccccc1-c1ncc(-c2ccccc2)o1 | -39 | -0.6 |

Continued.
Molecule	Y pestis TopoI	SARS 3CLpro inh	Vc quorum ag	PrPC TRFRET	PfHsp40 yeast	Anthrax LF inh2	PriA SSB inh	BoNT A protease	TcdB inh
CN(C(=O)c1ccc(NC(=O)Cc2ccc([N+](=O)[O-])cc2)cc1)C1CCCC1	28	x	-0.9	-9	-0.9	0	5	-0.6	0.3
O=C1NC[C@H](CCCCN2CCN(CCc3ccc(O)cc3)C(=O)C2=O)N(CCc2ccc(O)cc2)C1=O	x	x	x	-2	x	-6	x	-1.2	4.3
COc1cccc(C(=O)NCCS(=O)(=O)N2CCN(C(=O)c3ccco3)CC2)c1	-1	x	0.1	-7	u	2	6&-14&3	-0.5	2.4
Cc1nn2c3ccccc3nc2n(C)c1=O	-2	1	-0.6	-5	1.0	1	-16	0.3	x
C=CCOC(=O)C1=C(C)Nc2nnnn2C1c1cccs1 (stereo unspecified)	4	0	-0.2	-4	-1.1	-12	-1	6.6	x
Cc1cc(S(=O)(=O)N2CCOCC2)ccc1OCC(=O)Nc1ccc(F)c(Cl)c1	-2	-7	-0.4	-5	-0.2	1	6	-0.4	0.5
O=[N+]([O-])c1ccc(COc2ccc(CN3CCCC3)cc2)cc1	-6	x	i	-28	1.1	-8	3	-0.8	1.1
CCc1ccc(N2C(=O)CN(Cc3cccs3)C2=S)cc1	2	1	-0.2	10	-0.7	-1	-6	-0.5	2.0
CC(C)(C)[C@@H]1COC(=O)[C@H](Cc2ccc(F)cc2)CC/C=C\C[C@H](CC(=O)N(CCO)Cc2ccccc2)C(=O)N1	-13	x	-0.8	4	2.6	0	2	0.2	-1.5
CC(NC(=O)/C(C#N)=C/c1cn(-c2ccccc2)nc1-c1ccc(F)cc1)c1ccccc1 (stereo unspecified)	5	1	-0.1	-6	-1.5	-3	-5	-1.0	0.1
Cc1ccc(C)c(OCCSc2nnc(-c3cccnc3)n2N)c1	0	3	i	13	0.4	2	-7	1.2	x
FC(F)(F)c1cccc(Oc2cc(C(F)(F)F)nc(-c3ccccn3)n2)c1	2	-2	-3.1	0	-0.1	3	-13	1.3	x
O=S(=O)(Nc1ccccc1N1CCCCC1)c1ccc(F)cc1F	12	0	-0.2	8	-1.7	-4	-18	0.1	3.3
CCOc1ccc(C(=O)CCC(=O)NNC(=O)c2ccncc2)cc1	1	x	-2.8	-9	0.1	4	-4	-6.5	0.1
CCOc1ccc(/C=N/N2CCN(Cc3ccccc3)CC2)cc1	11	3	-3.1	4	-0.7	1	x	-3.7	-5.3
N/C(CN1CCCC1=O)=N\O	-8	-1	i	2	0.0	0	x	-3.7	x
CC(C)c1ccc(S(=O)(=O)N2CCN(C(=O)c3ccncc3)CC2)cc1	3	x	-0.4	8	-1.5	-4	5	0.1	-1.5
Cc1cccc(-c2cnc(C(O)c3ccc(Cl)cc3C)[nH]2)c1 (stereo unspecified)	2	x	-0.2	9	x	-9	x	-0.7	2.3
Cc1ccc(N2CC(C(=O)OCC(=O)Nc3ccccc3C)CC2=O)cc1 (stereo unspecified)	3	x	i	-4	-1.4	-2	-4	-1.0	3.5
Cc1ccc(NC(=O)Nc2nnc(-c3ccncc3)s2)cc1	-1	4	x	10	-0.7	1	-16	-0.5	2.3
CCOc1ccccc1NC(=O)CCn1ccnc1	5	-1	-0.5	2	-1.7	8	-12	1.6	-0.1
O=C(NCc1ccc2c(c1)OCO2)c1cccc(S(=O)(=O)N2CCCCC2)c1	5	1	0.6	x	0.8	-1	-2	u	0.5
CC(C)N1CCN(Cc2ccc(-c3ccccc3Cl)o2)CC1CCO (stereo unspecified)	-1	1	1.7	-5	-0.5	-1	-5	-0.5	-0.2
O=C(Nc1ccc(Br)cn1)c1ccc(COc2c(F)c(F)cc(F)c2F)o1	9	x	-1.5	8	0.5	3	-2	-0.2	1.2
CCN(CC)S(=O)(=O)c1cc(C(=O)OCC(=O)Nc2cccc(S(=O)(=O)N(C)C)c2)ccc1F	21	-2	i	-1	1.4	-9	-4	-0.7	1.7
CCC1(c2ccc(OC)cc2)NC(=O)N(CC(=O)NC2CCCCC2C)C1=O (stereo unspecified)	0	x	i	2	-0.6	-7	-7	-0.3	0.9
Cc1cc(C)c2c(N)c3ccccc3nc2n1	-20	-3	-0.4	-12	0.5	-7	-23	0.5	x
CNc1nc(-c2c[nH]c3ccccc23)cs1	-11	-3	7.3	3	16	u	52*	u	x
CCCCn1c(N)c(N(C)C(=O)C2CC(=O)N(Cc3ccco3)C2)c(=O)[nH]c1=O (stereo unspecified)	-2	x	i	1	0.7	-5	-11	-0.7	-11
COc1ccc(NC(=O)c2ccco2)cc1NC(=O)c1ccccc1F	-8	9	-0.5	-4	0.4	-2	-15	-1.4	0.3
CCOC(=O)N1CCC(NC(=O)C2CCCN2C(=O)OCc2ccccc2)CC1 (stereo unspecified)	-7	1	0.4	1	-0.6	2	-23	-0.2	x
COc1ccc(C(=O)OCC(=O)Nc2nnc(-c3ccccc3)o2)cc1	-2	-1	i	-9	0.4	x	0	x	-0.1
COCCCNC(=S)N1CCN(S(=O)(=O)c2ccc(OC)cc2)CC1	0	4	-1.0	8	-1.1	0	-3	-0.8	0.2

A portion of the library; rates above refer to the full screens.
